Compound activity from PubChem BioAssay.
HTT cytoprotect – protects HTT-Q103 PC12 cells, measured by ATP. PC12 HTT-Q103 induced, cytoprotection, ATP luminescence, 40 h. Potency, µM (titrated, usually from 56.4 µM), inactives show cytoprotection (ATP increase), usual class: activators. 0.14% of 230,000 active;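 note: % of control where 0% means no effect; nearly all actives have a fitted effect of over 45% in size; toxic huntingtin expression switched on by the ecdysone agonist tebufenozide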
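Stable PC12 Q103-GFP cells in serum-supplemented, phenol red-free DMEM; induction by tebufenozide at 100 nM final; compound dose series; cell viability quantified luminescently from ATP.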
Tau ThT inhib – blocks human tau fibril formation measured by thioflavin T; AID 1460; 2.1% of 270,000 active; recombinant tau K18 P301L, heparin-induced fibrillization, ThT fluorescence; Potency, µM (top dose mostly 57.4 µM), without a hit: at the top dose activity, negative = inhibition, usual class: inhibitors; note: % is set by controls: 0 for no effect and ±100 for the full control effect; nearly all actives have a fitted effect of over 55% in size
Target sequence (P10636 561-689 P618L limits assumed): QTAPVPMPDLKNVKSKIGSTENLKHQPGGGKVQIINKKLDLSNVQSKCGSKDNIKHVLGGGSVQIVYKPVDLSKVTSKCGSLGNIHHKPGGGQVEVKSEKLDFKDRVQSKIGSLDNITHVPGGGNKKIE
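Using a mix of unlabeled (15 uM) and Alexa 594-labeled (0.24 uM) tau K18 P301L, heparin-triggered fibrillization over 6 hr at 37 C was scored by ThT fluorescence.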
Tau FP inhib – inhibitors of human tau fibril formation; P10636; Potency, µM (top dose mostly 57.7 µM), for inactives: at the highest dose activity, negative = inhibition, most hits filed as inhibitors; 0.39% of 280,000 active; K18 P301L tau heparin fibrillization, Alexa594 FP, 6 h; note: % is set by controls: 0 for no effect and ±100 for the full control effect; nearly all actives have a fitted effect of over 55% in size
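Steps: dispense K18 P301L tau (15 uM plus 0.24 uM Alexa 594 tracer, final) in pH 7 sodium acetate; add compound; add heparin (20 uM final); incubate 6 hr, 37 C; add ThT (30 uM final); after 1 hr ambient, read FP.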
TexasRed fluor – counter-screen for TRb-SRC2 inhibitors: fluorescence interference. TRb/SRC2 Texas Red total fluorescence interference. Potency, µM (highest dose often 106 µM), inactives show top-dose fluorescence change, negative = quenching. 0.29% of 280,000 active; active = well fitted curve in either direction with a large enough effect; inconclusive = small, poorly fitted or top-dose-only effect; note: % is set by controls: 0 for no effect and ±100 for the full control effect
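Human TRb ligand-binding domain at 0.6 uM with 20 nM Texas Red SRC2 peptide in Tris buffer containing 1 uM T3 and 5% DMSO, incubated with compound 5 h at ambient temperature. Total fluorescence (555/632 nm) calculated as parallel + 2 × perpendicular.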
L3MBTL1 block – blocks human L3MBTL1. AID 485360. 0.66% of 230,000 active. Q9Y468. Potency, µM (series often up to 57.1 µM), without a hit: at the highest dose activity, negative = inhibition, actives largely listed as inhibitors. AlphaScreen L3MBTL1–H3K9me1 peptide binding; note: % is set by controls: 0 for no effect and ±100 for the full control effect; nearly all actives have a fitted effect of over 60% in size
Target sequence (Q9Y468 whole entry, looked up): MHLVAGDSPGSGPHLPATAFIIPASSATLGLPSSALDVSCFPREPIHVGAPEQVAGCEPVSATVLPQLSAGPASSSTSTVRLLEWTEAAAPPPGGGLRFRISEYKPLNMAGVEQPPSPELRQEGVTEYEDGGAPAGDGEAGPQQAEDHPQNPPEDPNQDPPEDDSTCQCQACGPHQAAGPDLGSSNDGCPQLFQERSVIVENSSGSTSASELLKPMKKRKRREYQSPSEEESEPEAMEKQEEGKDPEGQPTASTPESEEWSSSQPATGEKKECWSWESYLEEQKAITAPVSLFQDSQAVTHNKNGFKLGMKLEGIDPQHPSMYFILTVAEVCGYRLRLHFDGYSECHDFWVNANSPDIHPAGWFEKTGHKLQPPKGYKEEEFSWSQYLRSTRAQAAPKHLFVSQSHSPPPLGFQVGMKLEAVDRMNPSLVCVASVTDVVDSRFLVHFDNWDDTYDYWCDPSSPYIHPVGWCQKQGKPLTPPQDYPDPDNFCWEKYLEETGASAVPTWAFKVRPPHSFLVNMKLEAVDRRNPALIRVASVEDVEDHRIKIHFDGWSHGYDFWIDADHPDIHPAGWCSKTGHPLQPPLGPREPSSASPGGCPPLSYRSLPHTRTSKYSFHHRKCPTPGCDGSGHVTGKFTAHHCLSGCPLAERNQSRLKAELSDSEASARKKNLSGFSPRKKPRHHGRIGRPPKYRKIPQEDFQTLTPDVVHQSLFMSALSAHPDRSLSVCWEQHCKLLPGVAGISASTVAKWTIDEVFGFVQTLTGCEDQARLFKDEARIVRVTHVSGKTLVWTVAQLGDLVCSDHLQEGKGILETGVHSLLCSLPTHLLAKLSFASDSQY
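Displacement of a biotinylated histone H3(1-15) peptide monomethylated at Lys9 (75 nM) from L3MBTL1 (50 nM) was measured by AlphaScreen after a 30 min room-temperature compound incubation; cefsulodin titration served as intraplate control.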
Tau fluor counter – counter-screen for tau fibril formation inhibitors; AID 1463; 0.93% of 280,000 active; Potency, µM (titrated, usually from 57.7 µM), for the others: at the highest dose activity change, negative = decrease; tau K18 P301L (four-repeat tau fragment) Alexa594 fluorescence, heparin fibrillization; note: % is set by controls: 0 for no effect and ±100 for the full control effect; nearly all actives have a fitted effect of over 55% in size
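Human K18 P301L tau (15 uM unlabeled plus 0.24 uM Alexa 594-labeled, final) in 100 mM sodium acetate pH 7 was mixed with compound and 20 uM heparin and incubated 6 hr at 37 C.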
RECQ1 helicase – RECQ1 (human) helicase inhibition | RECQ1 DNA unwinding, red fluorescence kinetic read | Potency, µM (highest dose often 57.3 µM), for inactives: at the top dose activity, negative = inhibition, actives largely listed as inhibitors | 0.54% of 240,000 active | AID 2549 | P46063;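 note: plate controls were vehicle for no effect and no enzyme for full effect; nearly all actives have a fitted effect of over 30% in size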
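RECQ1T1 50 nM; forked duplex (20 bp + 30-nt ss tails) 200 nM, ATP 2 mM final; pH 8.0, 2 mM MgCl2, 2.5 ug/ml poly(dI-dC); 15 min compound preincubation; discontinuous kinetic read over 2 h at RT.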
TRb SRC2 PPI – disrupts binding of human TR beta to SRC2. P10828. TRbeta-SRC2 peptide binding, fluorescence polarization; receptor liganded with 1 µM T3. Potency, µM (highest dose often 106 µM), for the others: at the top dose activity change, negative = inhibition, hits mostly inhibitors. 0.065% of 280,000 active;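 note: plate controls were bound peptide for no effect and peptide without receptor for full effect; nearly all actives have a fitted effect of over 50% in size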
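Quantitative HTS by FP: 0.6 uM TRb LBD, 20 nM labeled SRC2 20-mer, 1 uM T3, 5% DMSO; 5 hr ambient incubation; % activity per concentration and potencies from concentration series.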
* = called active by the depositor; i = inactive; ? = inconclusive; . = not tested or not shown; [ ] = remark or other dose. Unless noted, calls come from the whole dose curve; as a rule, active = well fitted curve in the direction sought with a large enough effect; inconclusive = small, poorly fitted or top-dose-only effect, or another doubt; inactive = no such curve, though single readings can be large; an effect the other way counts as inactive or inconclusive. Potency is the fitted concentration of half-maximal effect. Only part of the results is shown, so the mix of outcomes need not match the whole.

SMILES	HTT cytoprotect	Tau ThT inhib	Tau FP inhib	TexasRed fluor	L3MBTL1 block	Tau fluor counter	RECQ1 helicase	TRb SRC2 PPI
Cc1ccc(/C(N)=N/OC(=O)COc2ccccc2Cl)cc1	?	?	-11%	-9%	59%[activator]	-22%	i	2%
c1ccc(-c2nnsc2-c2nc3ccccc3[nH]2)cc1	-33%[inhibitor]	-3%	-5%	-2%	22%	-4%	-2%	5%
O=C(CSc1ncc(CO)n1Cc1ccc(F)cc1)NCc1ccco1	.	4%	-3%	0%	.	-1%	.	-5%
CN(/C(=N/S(=O)(=O)c1cccs1)c1ccccc1)c1ccc(O)cc1	-12%	6%	4%	-1%	4%	3%	i	0%
CC1CC(CCC(=O)NC(=S)Nc2ccc(S(N)(=O)=O)cc2)C(=O)O1 (configuration not stated)	.	-2%	-2%	0%	4%	2%	-2%	10%
CCOC(=O)C1CCN(c2ccc(C(=O)O)cc2[N+](=O)[O-])CC1	8%[10 µM]	-8%	12%	5%	3%	6%	-7%	-11%
Cc1cccc(C)c1NC(=S)NNc1ncc(C(F)(F)F)cc1Cl	0%	-9%	-2%	-2%	.	-6%	-12%	0%
COc1ccc(NC(=O)CN2CCN(C3CCCCC3)C(=O)C2=O)cc1	.	0%	4%	1%	.	1%	.	-7%
COc1ccccc1C(=O)N/C(=C\c1ccc(Br)cc1)C(=O)NCCO	15%[10 µM]	-7%	2%	-1%	1%	-2%	-15%	-11%
COc1ccc(CNC(=O)c2ccc3nccnc3c2)cc1	-3%	-2%	4%	-6%	-1%	-3%	-3%	-3%
Cc1cc(NC(=O)c2ccc(S(=O)(=O)N(C)C)cc2)n(-c2ccccn2)n1	-10%	1%	-11%	-4%	2%	-11%	-8%	0%
CC(=O)c1cc2c(cc1NC(=O)CCc1ccccc1)OCO2	9%	-12%	3%	-3%	.	-22%	-3%	-10%
COCCn1nnnc1C(c1cc2cccc(C)c2[nH]c1=O)N1CCN(c2ccccc2F)CC1 (configuration not stated)	-17%	?	1%	0%	.	-2%	-13%	-2%
CCOc1ccc(-c2cc(NC(=O)Nc3ccc(Cl)cc3)c(C(=O)OC)s2)cc1	.	-2%	?	-2%	.	-28%	.	3%
COCC(=O)Nc1cc(Cl)ccc1C(F)(F)F	24%[10 µM]	1%	0%	-2%[53 µM]	2%	5%	-8%	-5%[53 µM]
COc1cc(NC(=O)C2CCCN2C(=O)C2CCC(C)CC2)cc(OC)c1OC (configuration not stated)	-14%	5%	6%	-1%	-16%	5%	i	-29%
Cc1ccc(S(=O)(=O)NCCCCCC(=O)N(C)C)cc1	-4%	-8%	-8%	0%	11%	-13%	i	-6%
C=CCNC(=O)c1onc(CSc2ccc(F)cc2)c1C(=O)NCCOC	-23%	-1%	1%	1%	0%	-2%	i	3%
Cc1ccc(CSc2nnc(-c3ccccn3)n2N)cc1	-2%[10 µM]	-23%	1%	0%	-19%	-15%	-9%	4%
COC(=O)c1c(NC(=O)/C(C#N)=C/c2ccc(OC)cc2)sc2c1CCC2	.	-15%	-1%	5%	.	-2%	.	-12%
O=C(CN1C(=O)CCS(=O)(=O)c2ccccc21)NCc1ccc2c(c1)OCO2	34%	-9%	-3%	-2%	-15%	-2%	i	-4%
Clc1cccc2sc(N3CCN(c4ccccc4)CC3)nc12	-26%[0.074 µM]	?	-11%	-7%	11%	?	-13%	4%
CCc1ccc(CNC(=O)c2ccc(NC(=O)N3CCSc4ncccc43)cc2)cc1	.	-4%	-9%	-3%	.	-25%	.	0%
CCOC(=O)c1cc2c(C(F)(F)F)cc(-c3cccnc3)nc2o1	10%	-6%	-5%	-2%	5%	0%	-3%	-5%
Cc1[nH]c2ccccc2c1C1(O)C(=O)Nc2ccc(Cl)cc21 (configuration not stated)	.	-13%	2%	-10%	.	-28%	.	8%
Cc1ccc(-n2c(Cc3cccs3)nnc2SCC(=O)Nc2ccc(F)c(F)c2)cc1	0%	1%	-12%	-1%	.	?	i	-11%
CC(C)(C)NC(=O)C(=O)NCCC1=CCCCC1	-1%[10 µM]	-8%	7%	0%	6%	-1%	i	-10%
CC1=CC(C)(C)N=C(Nc2ccc(C)cc2)S1	-32%	-11%	2%	0%	-4%	1%	-8%	-21%
O=C1CSC2(C(=O)N(Cc3ccccc3)c3ccccc32)N1c1cccc(F)c1 (configuration not stated)	.	2%	2%	-2%	.	-6%	.	4%
Cc1sc(NC(=O)c2ccco2)nc1-c1ccc2c(c1)CC(C)N2C(=O)C1CC1 (configuration not stated)	-105%[inhibitor]	?	-5%	-2%	-1%	?	i	-1%
Cc1cc(=O)[nH]c(N/N=C/c2ccc([N+](=O)[O-])cc2)n1	-1%	?	5%	-1%	.	-9%	-10%	11%
COc1cc(C(=O)NC2(C(F)(F)F)C(=O)NC(C)=C2C#N)cc(OC)c1OC (configuration not stated)	.	-12%	-6%	-1%	.	-5%	.	6%
O=C(O)C1CCN(c2ncnc3ccc(-c4ccccc4C(F)(F)F)cc23)CC1	3%	-13%	-2%	-6%	.	-7%	1%	-10%
c1ccc2c(c1)nc1n2CN(Cc2ccc3c(c2)OCO3)CN1	-3%	-2%	-7%	-3%	-2%	-1%	-4%	-1%
COCC(C)N1C(=O)Cc2c1nc(N)c1c(N)nc(N3CCN(c4ccccc4F)CC3)c(C#N)c21 (configuration not stated)	-12%	25µM*	?	-7%	.	?	5%	?
CC(C)CNS(=O)(=O)c1ccc(CCC(=O)NCC2CCCO2)cc1 (configuration not stated)	4%	-7%	-9%	5%	10%	-7%	-2%	3%
C=CCNC(=O)COC(=O)c1ccc(C)c(NC(=O)c2ccco2)c1	16%[10 µM]	?	-1%	0%	-4%	5%	-2%	12%
Cc1ccc(OCCSc2nc3ccc(NC(=O)c4ccc5c(c4)OCO5)cc3s2)cc1	.	-13%	-14%	4%	.	-16%	.	-4%
Cc1ccccc1NC(=O)C1CC(=O)n2ncnc2N1 (configuration not stated)	6%[10 µM]	.	5%	-1%	.	-9%	0%	6%
CCOc1cc(CNCc2ccncc2)cc(Br)c1OCc1ccccc1F	-56%[inhibitor]	-13%	-5%	-1%	7%	-9%	i	-11%
O=C(c1nnc(-c2ccccc2)o1)C1CC1	-13%	-11%	1%	2%	2%	-4%	-3%	6%
COc1ccccc1N1CCN(C(=O)CSc2nc(-c3ccccc3)cc(=O)[nH]2)CC1	-26%[0.074 µM]	-19%	-12%	-3%	-2%	-8%	-2%	4%
CC(=O)Nc1nc(=S)ss1	13%[10 µM]	?	?	0%	9%	-14%	-10%	-13%
O=C(CCc1ccc(S(=O)(=O)N2CCOCC2)cc1)N1CCc2ccccc2C1	-38%[inhibitor]	-5%	-7%	1%	19%	-6%	i	5%
O=C1C(C=NCCCN2CCCC2=O)=C(O)c2ccccc21	-52%[inhibitor][10 µM]	-6%	-2%	-1%	-3%	-2%	-10%	-5%
COc1ccccc1N1CCN(S(=O)(=O)c2c(C)sc3ncn(CC(=O)Nc4ccc(C)cc4Br)c(=O)c23)CC1	.	-4%	-6%	-3%	.	-12%	.	12%
Cc1ccc(-n2c(=O)[nH]c3c(C(N)=O)nc(CC(C)C)nc32)cc1	-1%[10 µM]	-8%	-10%	5%	2%	-7%	-12%	-19%
Nc1cc(-c2ccccc2)nn1S(=O)(=O)c1ccc(Br)cc1	?	-16%	?	1%	.	?	-8%	-7%
O=C(C1CCN(C2CCN(CC3CC=CCC3)CC2)CC1)N1CCOCC1 (configuration not stated)	3%[10 µM]	-12%	1%	-9%	0%	-11%	-2%	0%
CSC1=N/C(=C\c2ccccc2)C(=O)N1C	20%	?	-3%	2%	16%	-15%	-8%	4%
CCCCC(=O)Nc1nn(C)c2nc3c(C)cccc3cc12	5%[0.074 µM]	-8%	3%	-8%	28%	-5%	-4%	-5%
CC(C)NC[C@@H](O)COc1ccc(COCCOC(C)C)cc1	5%	2%	2%	?	.	-2%	-3%	5%
CCCCN(C)c1nc2c(S(=O)(=O)c3ccc(CC)cc3)nnn2c2ccc(Cl)cc12	.	-2%	-10%	3%	.	-14%	.	-3%
O=C(c1ccco1)N1CCN(C(=O)c2cc3cc([N+](=O)[O-])ccc3oc2=O)CC1	-6%[10 µM]	-9%	-2%	1%	-8%	-9%	15%	6%
CC(=O)c1ccc(NC(=O)Cn2cc3c(n2)CCCC3)cc1	.	-8%	-5%	-3%	.	-8%	.	5%
COC(=O)c1cc(C(=O)Cc2ccccc2)c[nH]1	-54%[inhibitor]	7%	-6%	-3%	18%	3%	-4%	-5%
O=S(=O)(Nc1cccc2c1CCCC2)c1cccc(C(F)(F)F)c1	19%[10 µM]	-1%	7%	-2%	24%	-21%	-8%	-4%
O=C(CCS(=O)(=O)c1cccc2nsnc12)NCc1ccccc1	-8%[10 µM]	-18%	1%	1%	-1%	-10%	-6%	-2%
CCOc1ccccc1NC(=O)C1=C(C)NC(=S)NC1c1cccs1 (configuration not stated)	.	-17%	2%	-5%	23%	-11%	-5%	-5%

An excerpt from above, limited to L3MBTL1 block and HTT cytoprotect:
structure	L3MBTL1 block	HTT cytoprotect
CSC1=N/C(=C\c2ccccc2)C(=O)N1C	16%	20%
Nc1cc(-c2ccccc2)nn1S(=O)(=O)c1ccc(Br)cc1	.	?

Shown as comma-separated lines: two of the compounds above
canonical_smiles,HTT cytoprotect,Tau ThT inhib,Tau FP inhib,TexasRed fluor,L3MBTL1 block,Tau fluor counter,RECQ1 helicase,TRb SRC2 PPI
O=C(C1CCN(C2CCN(CC3CC=CCC3)CC2)CC1)N1CCOCC1 (configuration not stated),3%[10 µM],-12%,1%,-9%,0%,-11%,-2%,0%
CSC1=N/C(=C\c2ccccc2)C(=O)N1C,20%,?,-3%,2%,16%,-15%,-8%,4%
